# CHO-K1 Ca PAM = M1 PAM counterscreen hit in parental CHO-K1 cells; ATP EC20, Fluo-8 calcium fluorescence; 0% at ATP EC20, 100% at ATP max; activation, % at 3 µM; hit rate 0.02% among 360,000;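 active = activation above the run cutoff, the mean activation of all test compounds plus 3 SD, cut at about 40% in these data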;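 also: peak over basal fluorescence ratio in a 140 s read after ATP addition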
# CHO-K1 Ca ag = counter-screen for M1 agonists: effect in parental CHO-K1 cells; Fluo-8 calcium fluorescence; scaled to maximal ATP response, vehicle zero; activation, % at 3 µM; hit rate 0.48% among 360,000; AID 602248; in the data active = activation above about 15%;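 also: untransfected CHO-K1 host cells lacking M1 receptor as counterscreen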
# TAAR1 agonist = human TAAR1 agonism; Q96RJ0; CHO RD-HGA16 TAAR1, Fluo-8 calcium fluorescence; vehicle wells 0%, saturating PEA agonist 100%; activation, % at 3 µM; hit rate 0.99% among 360,000; AID 624467;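 active = activation above the mean activation of all test compounds in the run plus 3 SD, cut at about 38% in these data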
#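 Test system: RD-HGA16 (CHO) cells co-expressing Gα16 and hTAAR1; dosing: one-point dosing at 3 µM (nominal); timing: 17-24 h seeding, 75 min 37 °C dye, 30 min RT; signal: kinetic Fluo-8 calcium fluorescence; read-out basis: % activation relative to PEA EC100 response; controls: DMSO and PEA EC100; replicates: n 1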
# CHO parental Ca = counter-screen: ATP calcium response change in parental CHO cells | hit rate 0.63% among 330,000 | inhibition, % at 5.6 µM | parental CHO-K1, ATP-induced calcium, Fluo-8 fluorescence;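 active = inhibition above that plate's mean sample inhibition plus 3 SD, cut at about 26% in these data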;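 also: 0% = ATP-challenged DMSO wells and 100% = DMSO wells without ATP; some compounds past the cut are filed as inactive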
#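 material = parental CHO cells | also added = ATP as calcium-mobilizing challenge | dosing = single point at 5.6 µM | detection = intracellular calcium via Fluo-8 no-wash fluorescent dye | read-out = % inhibition | benchmarks = low control ATP plus DMSO, high control DMSO only | repeats = one well per compound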
# CHO-K1 Ca antag = counter-screen for M1 antagonists: effect in parental CHO-K1 cells. ATP-induced calcium, Fluo-8 fluorescence. inhibition, % at 3 µM. hit rate 0.6% among 360,000. AID 602250;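 active = inhibition above a per-plate cutoff, the plate's mean sample inhibition plus 3 SD, cut at about 24% in these data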;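 also: 0% = DMSO plus EC80 ATP and 100% = DMSO alone without ATP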
# CHRM1 agonist = activates human CHRM1 receptor; P11229; CHO-K1 hM1, Fluo-8 calcium fluorescence, agonist mode; 0% DMSO, 100% acetylcholine EC100; activation, % at 3 µM; hit rate 0.33% among 360,000;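 active = activation above the run's mean compound activation plus 3 SD, cut at about 16% in these data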;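 also: peak over basal fluorescence ratio within a 140 s kinetic read after compound addition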
# Target sequence (P11229 whole entry, looked up): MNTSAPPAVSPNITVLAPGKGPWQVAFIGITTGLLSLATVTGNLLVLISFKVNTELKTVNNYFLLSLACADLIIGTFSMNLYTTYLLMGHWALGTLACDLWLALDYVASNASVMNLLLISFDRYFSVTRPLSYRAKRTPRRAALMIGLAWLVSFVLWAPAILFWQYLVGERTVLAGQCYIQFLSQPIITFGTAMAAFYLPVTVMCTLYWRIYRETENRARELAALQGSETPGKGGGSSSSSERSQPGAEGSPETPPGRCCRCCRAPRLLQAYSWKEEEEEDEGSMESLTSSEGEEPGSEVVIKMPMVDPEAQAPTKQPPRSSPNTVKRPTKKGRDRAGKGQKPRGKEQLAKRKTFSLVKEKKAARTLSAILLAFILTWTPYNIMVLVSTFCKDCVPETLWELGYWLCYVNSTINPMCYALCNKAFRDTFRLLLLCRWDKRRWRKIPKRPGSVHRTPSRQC
# TAAR1 antag = antagonists of human TAAR1; Q96RJ0; CHO RD-HGA16 TAAR1, Fluo-8 calcium fluorescence, antagonist; inhibition, % at 3 µM; hit rate 1.5% among 360,000; AID 624466;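 active = inhibition above a per-plate cutoff, the mean inhibition of test compounds on that plate plus 3 SD, cut at about 49% in these data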;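 also: 0% = DMSO plus EC80 beta-PEA response and 100% = DMSO alone without agonist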
#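 Test system – hTAAR1-expressing CHO RD-HGA16 cells, Gα16-coupled · Reagent – β-PEA at EC80 concentration, post-compound challenge · Compound dosing – 3 µM, single point · Timing – 140 s kinetic read after compound, 140 s after agonist · Detection – Fluo-8 intracellular calcium dye fluorescence, real-time kinetic reads · Control set – DMSO and EC80 PEA controls · Repeats – n of 1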
# V1R ag counter = counter-screen for oxytocin receptor agonists: human V1a receptor agonists; P37288; CHO-V1R cells, Fluo-8 calcium fluorescence, agonist mode; 0% DMSO, 100% 3 nM vasopressin; activation, % at 3 µM; hit rate 0.25% among 320,000;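 active = activation above the mean activation of all tested compounds plus 3 SD, per screening run, cut at about 20% in these data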;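 also: signal is peak over basal fluorescence ratio across a 100 second FLIPR read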
# Target sequence (P37288 whole entry, looked up): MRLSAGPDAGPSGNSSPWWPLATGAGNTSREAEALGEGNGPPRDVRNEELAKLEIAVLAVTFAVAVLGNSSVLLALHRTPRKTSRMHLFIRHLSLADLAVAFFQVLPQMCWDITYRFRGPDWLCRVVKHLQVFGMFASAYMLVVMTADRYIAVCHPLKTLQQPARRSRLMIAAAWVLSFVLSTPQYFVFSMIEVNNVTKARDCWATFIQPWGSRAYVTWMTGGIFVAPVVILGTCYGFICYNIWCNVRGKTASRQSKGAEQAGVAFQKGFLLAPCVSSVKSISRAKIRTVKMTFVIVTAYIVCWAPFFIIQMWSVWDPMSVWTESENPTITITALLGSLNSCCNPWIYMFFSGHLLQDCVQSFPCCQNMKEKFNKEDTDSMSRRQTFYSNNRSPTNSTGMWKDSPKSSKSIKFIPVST
# OXTR potentiate = potentiators of human oxytocin receptor | CHO-OTR cells, Fluo-8 calcium fluorescence, potentiator mode; 0% = oxytocin EC15, 100% = EC100 | hit rate 0.061% among 320,000 | activation, % at 3 µM;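 active = activation above that plate's cutoff, the mean activation of tested compounds plus 3 SD, cut at about 6.6% in these data, passing the limit was not always enough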;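 also: 100% uses oxytocin at 75 nM as the full agonist control; some results filed as inactive read as strong as hits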
#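 Material: human OTR in CHO cells. Compound: 3.0 µM, one dose. Timing: compound 6 min at room temperature before oxytocin, 100 s read. Evaluation: % activation of max/min ratio relative to oxytocin controls. Replication: single well per compound, singlicate. Signal: Fluo-8 calcium dye fluorescence.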
# * marks the source's active call; other numbers are inactive results; . = no result given.
SMILES,CHO-K1 Ca PAM,CHO-K1 Ca ag,TAAR1 agonist,CHO parental Ca,CHO-K1 Ca antag,CHRM1 agonist,TAAR1 antag,V1R ag counter,OXTR potentiate
CCCn1c(=O)c2[nH]c(-c3ccc(OCC(=O)Nc4ccc(C#N)cc4)cc3)nc2n(CCC)c1=O,4,0.9,2,-8,7,-3,35,-0.1,-7
Cc1ccccc1Cn1c(=O)n(CCCC(=O)NCc2ccco2)c(=O)c2sccc21,-1,1.4,4,-16,-5,2,-1,-0.8,-11
CC(=O)Oc1ccccc1N(C(C)=O)S(=O)(=O)c1ccc2ccccc2c1,7,0.5,-1,-8,0,-6,9,-0.5,-9
CCCOc1cccc(C(=O)N(Cc2ccc(OC)c(OC)c2)C2CCS(=O)(=O)C2)c1 (centres undefined),2,-0.2,4,-15,-2,-3,10,0.1,-3
CCCCCC(=O)Nc1cc(S(=O)(=O)N2CCOCC2)ccc1N1CCN(C)CC1,23,1.8,2,-5,-4,-4,-16,0.5,-5
CC1CCCN(C/C=C/c2ccccc2[N+](=O)[O-])C1 (centres undefined),8,0.9,9,-2,-19,-15,18,-0.1,-2
Cc1cc([N+](=O)[O-])nn1CCCC(=O)Nc1sc2c(c1C(N)=O)CCCC2,10,0.4,6,-4,-5,-4,6,0.5,-5
COC(=O)c1ccc(CNC(=O)CCc2c[nH]c3ccccc23)cc1,4,0.5,3,-26,-14,-6,-2,0.3,-4
COCCCNC(=O)c1ccc2c(c1)ncn2-c1ccc(C)cc1C,-11,2.9,0,-13,0,0,18,2.1,0
C=CC[C@H](CC(=O)NCCO)C(=O)N[C@H](COC(=O)[C@@H](CC=C)CC(=O)OC(C)(C)C)Cc1c[nH]c2ccccc12,-9,0.1,10,-17,2,0,34,0.2,-3
Cc1ccc(-n2nnnc2Sc2nc([N+](=O)[O-])nn2C)c(C)c1,17,0.4,6,-5,-15,-2,-3,0.0,-19
CCc1ccc(CN2CCSCC2)cc1,11,0.0,2,-3,4,-4,-11,0.8,-10
CC(C)(C)OC(=O)[C@H](Cc1ccccc1)NC(=O)c1nc[nH]c1C(=O)NCc1ccccc1,-5,-0.3,3,-24,-8,-3,29,0.8,8
CCCOC(=O)c1ccc(NC(=O)c2nc3nc(C)cc(C)n3n2)cc1,-1,1.6,-1,-1,-5,-4,-20,0.3,4
CC1=NNC(=O)C1CCC(=O)N/N=C(\C)c1ccc(Cl)cc1 (centres undefined),24,0.5,2,-14,-22,0,4,0.5,-1
CCOC(=O)C1=C(COC(=O)c2cc(S(=O)(=O)N3CCOCC3)ccc2F)NC(=O)NC1C (centres undefined),-16,0.2,0,.,22,-1,21,.,.
CCCn1c(=O)c(C(=O)NC(C)c2ccccc2)c(O)c2ccccc21 (centres undefined),-22,-0.1,2,-12,8,-4,-27,-0.1,-6
O=C(O)CCCn1cc(NC(=O)COc2ccccc2)cn1,19,-0.1,0,-12,-11,0,-3,0.0,-5
Cc1ccc(C(=O)NC(NC(=O)c2ccc(C)cc2)c2cccc([N+](=O)[O-])c2)cc1,20,6.1,11,-9,2,-2,5,5.4,-8
Cc1ccn2c(=O)nc(SCC(=O)N3CCC(C)CC3)nc2c1,-8,-0.4,3,-5,18,-7,-11,-0.6,2
CN(C)S(=O)(=O)c1ccc(C(=O)N2CCN(S(=O)(=O)c3ccc4c(c3)OCCO4)CC2)cc1,7,0.2,10,.,-14,-4,-5,.,.
Cc1nnc(SCC(=O)Nc2nonc2C)s1,-24,-0.1,2,0,-11,1,-11,-0.2,-8
O=C(c1cc(Cl)nc2ccccc12)N1CCN(Cc2ccc3c(c2)OCO3)CC1,6,2.1,2,-21,-17,-4,23,3.0,-5
CCOC(=O)C1Oc2ccccc2C(c2ccoc2)=C1C(=O)OC (centres undefined),0,0.0,.,-13,-12,-1,.,.,.
COc1ccc(NC(=O)C2CCCN(S(=O)(=O)c3ccc(C)cc3)C2)cc1OC (centres undefined),17,2.3,3,-22,-11,-4,13,1.3,-9
O=C(NCCc1csc(-c2cccnc2)n1)c1ccc(Br)o1,8,3.1,7,-12,-3,-7,12,1.0,-4
CCN(CC)CCN1C(=O)C(=O)/C(=C(/O)c2ccc(F)cc2)C1c1ccncc1 (centres undefined),25,0.6,1,-6,-8,-6,6,8.1,0
CN(Cc1ccc(Cl)cc1)C(CCc1ccccc1)C(=O)NC1CCCCC1 (centres undefined),-8,-0.2,0,.,4,-3,-29,.,.
CCOC(=O)C(C(C)=O)C(c1ccc(OC)cc1)C(C(C)=O)C(=O)OCC (centres undefined),-3,-0.2,1,-15,7,-2,2,-0.3,-8
Cc1cc(C(=O)Nc2cccnc2)on1,19,1.2,0,8,-11,-1,6,0.8,-5
CCOc1ccc(C2Sc3ccccc3NC3=C2C(=O)OC3)cc1 (centres undefined),12,0.3,4,-11,-5,-4,3,-0.5,-8
CC1CCN(C(=O)CCc2nnc3ccc(NCc4ccco4)nn23)CC1,17,1.1,6,-12,-10,-3,-38,0.2,-11
CCCC(C(=O)c1ccccc1)n1cncn1 (centres undefined),0,0.0,6,-26,5,-3,-3,3.5,-4
CC1C2C(C)N(C)C(=O)N(C)C2N(C)C(=O)N1C (centres undefined),8,0.5,5,-3,-9,-1,4,0.3,-6
Clc1cnc(N/N=C/c2cccs2)c(Cl)c1,-3,-0.5,5,-7,13,-1,-10,-2.0,1
CCOC(=O)N1CCN(C(=O)c2cn(C)c3ccc(S(=O)(=O)N4CCC(C)CC4)cc3c2=O)CC1,22,0.3,3,-10,-12,-6,3,-0.1,-7
CCN(CC)CCn1c2c(c(SCC(=O)Nc3ccc(C(C)C)cc3)nc1=O)CCC2,11,-0.3,1,-15,0,-5,-28,-1.0,-2
Cc1ccc(-c2csc(NC(=O)C3CC(=O)N(Cc4ccco4)C3)n2)cc1 (centres undefined),5,4.5,14,-27,-9,-5,-13,-0.1,-11
OC(c1ccc(F)cc1)c1ncc(-c2ccccc2Cl)[nH]1 (centres undefined),-7,1.1,2,.,2,-2,-8,.,.
Cc1ccc(SCCC(=O)NC(C(C)C)C(C)C)cc1,19,3.5,-1,-28,-6,-12,-27,-0.5,-6

# Some values from the results shown.
# Cc1nnc(SCC(=O)Nc2nonc2C)s1 – TAAR1 antag = -11
# CCN(CC)CCn1c2c(c(SCC(=O)Nc3ccc(C(C)C)cc3)nc1=O)CCC2 – TAAR1 agonist = 1

# Continued:
SMILES,CHO-K1 Ca PAM,CHO-K1 Ca ag,TAAR1 agonist,CHO parental Ca,CHO-K1 Ca antag,CHRM1 agonist,TAAR1 antag,V1R ag counter,OXTR potentiate
COC(=O)c1ccc(OCCCCN(C)Cc2ccccc2)cc1,24,1.8,3,-19,-7,-8,-12,-0.9,-14
Cc1cc(C)c(C#N)c(SCC(=O)CC(=O)OC(C)C)n1,9,0.1,-1,-10,-8,-2,5,1.3,4
O=C(NC(=S)Nc1cc(Cl)ccc1Cl)c1ccco1,1,0.3,2,.,-12,-1,-23,.,.
Cc1ccc(N2C(=S)SC3CS(=O)(=O)CC32)cc1 (centres undefined),16,0.7,4,-7,-4,-4,9,-0.3,-1
Cc1cccc(-n2c(CNC(=O)c3ccc(S(=O)(=O)N(C)C)cc3)nnc2SCC(=O)Nc2ccc(F)cc2)c1,25,1.4,3,-13,-8,-9,1,0.7,-3
O=C(O)CSc1cccc[n+]1[O-],-4,-0.2,9,9,8,-4,-14,0.1,-1
Cc1ccc(C(=O)N2CCCC(N3CCN(c4cccc(C(F)(F)F)c4)CC3)C2)s1 (centres undefined),11,0.8,-4,-37,-19,-5,-10,-0.8,-6
Cc1cc(NC(=O)CCCSc2nc(-c3ccco3)cc(C(F)(F)F)n2)no1,18,4.0,5,-13,-16,-5,-5,-1.0,-4
COC(=O)CSc1nnc([C@H](CC(C)C)NC(=O)OC(C)(C)C)o1,6,0.1,4,-15,-3,-5,-9,0.0,-3
Cc1ccc(-c2cc(C(=O)O)n[nH]2)s1,-13,-0.2,3,3,2,-6,4,0.9,1
O=C(N/N=C/c1ccc(O)cc1)c1ccc(COc2cc(Cl)ccc2Cl)o1,20,15*,93*,59*,14,36*,76*,33*,-23
COc1ccc([C@@H]2[C@@H]3C(=O)N(C(C)(C)C)C(=O)[C@@H]3[C@]3(Cc4ccc(Cl)cc4)C(=O)N(c4cccc(F)c4)C(=O)N23)cc1,8,0.3,6,-6,-7,-1,-10,0.6,-2
O=C(NC(=S)Nc1ccc(N2CCCCC2)cc1)c1cccs1,24,1.2,3,-16,-11,-5,-3,-0.4,-3
COc1ccc(/C=C(/NC(=O)c2ccccc2)C(=O)N2CCCCC2)cc1OC,-9,7.2,5,-11,-13,9,-10,2.0,-6
Cc1ccc(-c2nnc(SCC(=O)N(C)C)nc2-c2ccc(C)cc2)cc1,16,0.9,0,-18,-20,-6,-19,-1.0,-19
CCC1CCCCN1C(=S)NC(=O)c1cccc([N+](=O)[O-])c1 (centres undefined),4,0.3,1,-14,-4,-3,-6,0.3,-8
Cc1c(C=O)c2ccccn2c1C(=O)c1ccccc1,15,3.6,12,-27,-19,-1,-11,-0.9,0
COc1ccc(CSCC(=O)Nc2ccccc2)cc1[N+](=O)[O-],-21,1.6,4,-1,-1,-6,-3,-0.5,-1
CN(C(=O)CSc1nc(-c2cccs2)nc2ccccc12)C1CCS(=O)(=O)C1 (centres undefined),5,0.6,1,-12,-4,-2,-12,0.1,-5
CCOC(=O)c1ccccc1NS(=O)(=O)c1c(C)nc2sccn2c1=O,16,1.2,0,-5,-1,-5,-18,0.1,-4

# Shown as a hit in TAAR1 antag, among the entries above:
Structure,CHRM1 agonist,TAAR1 antag,OXTR potentiate
O=C(N/N=C/c1ccc(O)cc1)c1ccc(COc2cc(Cl)ccc2Cl)o1,36*,76*,-23

# Other records:
SMILES,CHO-K1 Ca PAM,CHO-K1 Ca ag,TAAR1 agonist,CHO parental Ca,CHO-K1 Ca antag,CHRM1 agonist,TAAR1 antag,V1R ag counter,OXTR potentiate
Cc1ccccc1CS(=O)(=O)Cc1ccc(C(=O)NCCc2ccccc2)o1,-8,10,72*,-17,0,0,41,8.3,-6
CCOC(=O)c1[nH]c(C)c(C(=O)NCc2ccc(OC)cc2)c1C,16,0.7,1,-7,-7,-4,-7,0.7,-15
COc1ccc(-c2coc3cc4oc(=O)c(CC(=O)O)c(C)c4cc23)cc1,2,0.7,3,.,-5,-3,-22,.,.
COc1ccc(N2CCN(C(=O)CNC(=O)Cc3ccc(Cl)cc3)CC2)cc1,11,3.1,1,0,-7,-1,0,2.6,1

# Screening results deposited in PubChem by The Scripps Research Institute Molecular Screening Center.
